Pin1 inh = human Pin1 inhibition. Q13526. Pin1 FP peptide displacement, HiFluor488, 10 min. Potency, µM (titrated, usually from 115 µM), without a hit: top-dose activity, negative = inhibition, usual class: inhibitors. 0.009% of 390,000 active. AID 504891; active means well fitted inhibition curve with a large enough effect in the polarisation, with a control signal flat, not every such curve was filed as active; inconclusive means small, poorly fitted or top-dose-only effect, or effect the other way, or a change in a side signal; inactive means no such curve, though single readings can be large or run the other way; the % refers to the polarisation; further: potency means the concentration at half of the fitted maximal effect; on the % scale 0 is the no-effect control and ±100 the full control effect
D2 antag = antagonists of human D2 dopamine receptor. P14416. HEK293 TREx D2 cells, calcium flux, dopamine EC80. inhibition, % at 10 µM. 2% of 340,000 active; in the data active means inhibition above about 30%; further: 0% is about no effect
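HEK293 T-REx D2 cells, tet-induced, calcium dye no-wash. Cpd pintool add, 180 s kinetic, then EC80 DA, 180 s kinetic. Ca flux read.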
TrxR1 inh = blocks rat thioredoxin reductase 1; 1% of 390,000 active; recombinant rTrxR1, NADPH fluorescence consumption, selenite substrate; AID 588453; O89049; Potency, µM (highest dose often 114 µM), for the others: top-dose activity change, negative = inhibition, usual class: inhibitors; further: potency means the concentration at half of the fitted maximal effect; on the % scale 0 is the no-effect control and ±100 the full control effect; nearly all actives have a fitted effect of over 65% in size
Target sequence (O89049 whole entry, looked up): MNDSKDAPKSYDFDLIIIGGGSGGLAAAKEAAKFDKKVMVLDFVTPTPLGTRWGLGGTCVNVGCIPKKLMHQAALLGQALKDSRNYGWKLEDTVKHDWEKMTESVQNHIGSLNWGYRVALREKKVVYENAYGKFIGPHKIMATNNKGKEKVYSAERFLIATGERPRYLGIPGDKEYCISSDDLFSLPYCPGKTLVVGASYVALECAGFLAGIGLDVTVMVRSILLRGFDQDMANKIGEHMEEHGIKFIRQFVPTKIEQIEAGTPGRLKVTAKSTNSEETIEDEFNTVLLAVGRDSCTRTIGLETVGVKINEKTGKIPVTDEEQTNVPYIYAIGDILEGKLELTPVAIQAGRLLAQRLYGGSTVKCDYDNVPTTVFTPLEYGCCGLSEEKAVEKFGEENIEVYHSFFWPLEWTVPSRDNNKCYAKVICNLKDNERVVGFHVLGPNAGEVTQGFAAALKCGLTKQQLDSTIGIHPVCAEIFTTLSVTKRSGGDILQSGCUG
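Rat TrxR1 (90 nM in the dispensed reagent) was pre-reduced with 400 uM NADPH for 5 min at room temperature, then incubated with compound for 15 min. After 400 uM selenite was added, NADPH fluorescence (Ex 340/Em 450 nm) was followed for 8 min.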
TRHR enhancer = allosterically enhances the human TRH receptor; TRHR cells, fluo-8 calcium fluorescence, EC20 TRH enhancement; enhancement, % at 2 µM; 0.66% of 360,000 active; AID 493056; in the data active means enhancement above about 30%; further: 0% is about no effect
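Enhancer read-out: after compound pinning and an initial kinetic agonist-mode read, an EC20 of TRH (10 nM final) was injected and fluo-8 calcium signal (Ex 480/Em 530) followed at 1 s/cycle for 100 cycles in TRHR-expressing cells.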
TRHR ag = activates the human TRH receptor; AID 493084; 0.18% of 360,000 active; TRHR cells, calcium flux fluo-8, FDSS agonist mode; P34981; activation, % at 2 µM; in the data active means activation above about 30%; further: 0% is about no effect
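Fluo-8-loaded TRHR cells; 10 s baseline, compound added, kinetic Ca2+ fluorescence read 1/s, agonist mode.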
TrxR1 substrate = rat thioredoxin reductase 1 substrate activity. O89049. purified TrxR1 substrate turnover, NADPH consumption readout. Potency, µM (doses to about 114 µM), inactives show at the top dose activity change, negative = substrate turnover. 0.01% of 390,000 active; further: potency means the concentration at half of the fitted maximal effect; on the % scale 0 is the no-effect control and ±100 the full control effect; nearly all actives have a fitted effect of over 50% in size
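Rat TrxR1, dispensed at 90 nM, was prereduced with 400 uM NADPH (final) for 5 min at ~22 deg C, then incubated with compound 15 min before 400 uM selenite. A first-read NADPH fluorescence drop versus no-compound background flagged substrates.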
USP1-UAF1 inh = inhibitors of human USP1/UAF1 deubiquitinase | recombinant USP1/UAF1, Ub-Rhodamine cleavage fluorescence | O94782 | 0.23% of 390,000 active | Potency, µM (top dose mostly 57.1 µM), for inactives: top-dose activity change, negative = inhibition, usual class: inhibitors; further: potency means the concentration at half of the fitted maximal effect; on the % scale 0 is the no-effect control and ±100 the full control effect; nearly all actives have a fitted effect of over 60% in size; inactives centre near -12
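In this screen, compounds sit with the deubiquitinase complex (1nM) for 15 min at room temperature before Ub-Rho is added at 150nM final. Fluorescence rise is then followed for 6 reads every 60 seconds.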
D2 ag = D2 dopamine receptor (human) agonism. P14416. HEK293 T-REx D2 cells, calcium flux agonist mode. activation, % at 2 µM. 0.53% of 340,000 active;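 active means activation over 3 SD above normal in the single-dose calcium agonist read, cut at about 30% in these data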; further: 0% is about no effect
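Tetracycline-induced HEK293 T-REx cells with force-coupled D2 receptor, plated overnight at 30 C, loaded with no-wash calcium dye. After a 10 s baseline, compound was pin-added and calcium flux read kinetically for 180 s; calcium rises flagged agonists.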
mIDH1 inhibitor = human IDH1 R132H inhibition | IDH1-R132H enzyme, NADPH consumption, diaphorase/resazurin fluorescence | Potency, µM (doses to about 76.6 µM), for inactives: top-dose activity change, negative = inhibition, most hits filed as inhibitors | 0.093% of 390,000 active | AID 602179; further: potency means the concentration at half of the fitted maximal effect; on the % scale 0 is the no-effect control and ±100 the full control effect; nearly all actives have a fitted effect of over 65% in size
Target sequence (O75874 whole entry R132H, stated change not applied): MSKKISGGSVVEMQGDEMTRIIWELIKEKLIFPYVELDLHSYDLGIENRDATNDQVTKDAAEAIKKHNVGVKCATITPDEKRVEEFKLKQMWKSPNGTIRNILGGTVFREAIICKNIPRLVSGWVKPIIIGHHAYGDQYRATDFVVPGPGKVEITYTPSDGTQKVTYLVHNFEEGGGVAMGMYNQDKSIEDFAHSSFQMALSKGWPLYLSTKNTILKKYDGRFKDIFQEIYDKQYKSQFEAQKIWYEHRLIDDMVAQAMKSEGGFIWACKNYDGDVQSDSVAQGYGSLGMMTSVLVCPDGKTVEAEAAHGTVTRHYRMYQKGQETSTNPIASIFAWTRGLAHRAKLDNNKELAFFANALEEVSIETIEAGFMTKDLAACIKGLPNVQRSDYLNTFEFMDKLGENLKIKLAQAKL
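IDH1-R132H (0.5 ug/mL dispensed) in pH 7.5 Tris buffer was preincubated 30 min with compound, then given a substrate mix of 0.016 mM NADPH and 2 mM alpha-KG for 80 min at room temperature; remaining NADPH was read by diaphorase/resazurin fluorescence.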
An asterisk follows results filed as active; & = joins results of further samples; [ ] = another dose, or the depositor's remark. Unless noted, the call rests on the fitted dose curve; in most records, active means well fitted inhibition curve with a large enough effect; inconclusive means small, poorly fitted or top-dose-only effect; inactive means no such curve, though single readings can be large or run the other way. These rows are one share of the data; count on the stated rates, not on these rows.

Results for Oc1ccc(C[C@H]2CNC(=S)N2CC2CCCN2C[C@H](Cc2ccc(O)cc2)N2C[C@H](Cc3ccc(O)cc3)N(CC3CCCCCC3)C2=S)cc1 (stereo partly drawn) ?
Pin1 inh: 19%; TrxR1 inh: 16%; TrxR1 substrate: 3%; USP1-UAF1 inh: -22%; mIDH1 inhibitor: 2%

Results for O=C(CN1CCN(Cc2ccccc2)CC1)NNC(=O)c1ccccc1 ?
Pin1 inh: -1%; D2 antag: 15; TrxR1 inh: 12%; TRHR enhancer: -2; TRHR ag: 0.2; TrxR1 substrate: 2%; USP1-UAF1 inh: -9%; D2 ag: 0.2; mIDH1 inhibitor: 10%

How did Cn1c(COc2ccccc2)nnc1SCC(=O)NC1CCCC1 do in these assays?
Pin1 inh: 6%; D2 antag: 12; TrxR1 inh: 3%; TRHR enhancer: -9; TRHR ag: -0.6; TrxR1 substrate: 0%; USP1-UAF1 inh: -19%; D2 ag: 0.1; mIDH1 inhibitor: 0%

What do the screens show for `Cc1ccc(CCNC(=O)c2cc3sccc3n2Cc2ccc(Cl)cc2)cc1`?
Pin1 inh: 11%; TrxR1 inh: 6%; TRHR enhancer: 15; TRHR ag: 1.1; TrxR1 substrate: -4%; USP1-UAF1 inh: inconclusive; D2 ag: 0.6; mIDH1 inhibitor: -8%

Results for CNC(=S)Nc1cccc2[nH]ncc12 ?
Pin1 inh: -2%; D2 antag: 9; TrxR1 inh: inconclusive; TRHR enhancer: -6; TRHR ag: -0.1; TrxR1 substrate: -7%; USP1-UAF1 inh: -7%; D2 ag: 0.1; mIDH1 inhibitor: 4%

Results for COc1cccc(/C=C/C(=O)NCc2ccc3c(c2)OCO3)c1 ?
Pin1 inh: -3%; D2 antag: -1; TrxR1 inh: 11%; TRHR enhancer: 7; TRHR ag: -0.9; TrxR1 substrate: 2%; USP1-UAF1 inh: -21%; D2 ag: -2.5; mIDH1 inhibitor: -2%

What do the screens show for `Cc1ccc(-c2csc(Nc3ccccn3)n2)cc1`?
Pin1 inh: -4%; D2 antag: 6; TrxR1 inh: 12%; TRHR enhancer: -1; TRHR ag: 0.3; TrxR1 substrate: 2%; USP1-UAF1 inh: -10%; D2 ag: 0.6; mIDH1 inhibitor: 1%

What do the screens show for `Cc1ccc(S(=O)(=O)N2CN(Cc3ccco3)c3nc4ccccc4nc32)cc1C`?
Pin1 inh: inconclusive; D2 antag: 2; TrxR1 inh: inconclusive; TRHR enhancer: -2; TRHR ag: 0.3; TrxR1 substrate: 6%; USP1-UAF1 inh: -9%; D2 ag: 0.1; mIDH1 inhibitor: -1%

What do the screens show for `O=c1nc2n(c3c1oc1ccccc13)Cc1ccccc1-2`?
D2 antag: -20; TRHR enhancer: -4; TRHR ag: -0.2; D2 ag: 2.3

Results for Cc1cnn(C(=S)NCCc2ccccc2)c1 ?
Pin1 inh: 5%; D2 antag: -1; TrxR1 inh: -9%; TRHR enhancer: -3; TRHR ag: 0.5; TrxR1 substrate: -4%; USP1-UAF1 inh: -22%; D2 ag: 18; mIDH1 inhibitor: 5%

How did Cc1cc(C)cc(NS(=O)(=O)c2ccc3[nH]cc(C(=O)NCc4ccco4)c(=O)c3c2)c1 do in these assays?
Pin1 inh: 12%&8%; D2 antag: -27; TrxR1 inh: inconclusive; TRHR enhancer: 3&-1; TRHR ag: -0.8&0.5; TrxR1 substrate: -4%&-5%; USP1-UAF1 inh: -25%&-3%; D2 ag: 2.3&0.7; mIDH1 inhibitor: 0%&-18%

Results for O=C(O)CCCC(=O)N1N=C(c2ccccc2)CC1c1ccc2c(c1)OCO2 (stereo not drawn) ?
Pin1 inh: -12%; D2 antag: -16; TrxR1 inh: 11%[57.1 µM]; TRHR enhancer: 3; TRHR ag: 0.7; TrxR1 substrate: -7%; USP1-UAF1 inh: -8%; D2 ag: 1.4; mIDH1 inhibitor: 4%

What do the screens show for `Nc1ccc(-c2cc(-c3ccc(N)cc3)nc(-c3ccccc3)n2)cc1`?
Pin1 inh: 4%; D2 antag: -6; TrxR1 inh: -25%; TRHR enhancer: 11; TRHR ag: -0.6; TrxR1 substrate: 23%; USP1-UAF1 inh: -11%; D2 ag: -2.6; mIDH1 inhibitor: 6%

How did CCOC(=O)N[C@H](Cc1c[nH]c2ccccc12)C(=O)NC1CC1 do in these assays?
Pin1 inh: -3%; D2 antag: -7; TrxR1 inh: 6%[57.1 µM]; TRHR enhancer: 0; TRHR ag: -0.6; TrxR1 substrate: 3%[57.1 µM]; USP1-UAF1 inh: -20%; D2 ag: -0.4; mIDH1 inhibitor: 1%

How did COc1ccc(N(Cc2cc3ccccc3[nH]c2=O)S(=O)(=O)c2ccc(OC)cc2)cc1 do in these assays?
Pin1 inh: 23%; D2 antag: 9; TrxR1 inh: 27%; TRHR enhancer: -1; TRHR ag: -0.3; TrxR1 substrate: 1%; USP1-UAF1 inh: -14%; D2 ag: -1.7; mIDH1 inhibitor: 4%

What do the screens show for `COc1ccc(N(CC(=O)NC2CCCC2)C(=O)CCC(=O)Nc2cc(C)on2)cc1OC`?
Pin1 inh: 2%; D2 antag: -12; TrxR1 inh: 17%[57.1 µM]; TRHR enhancer: 7; TRHR ag: 0.3; TrxR1 substrate: -9%; USP1-UAF1 inh: -11%; D2 ag: 0.3; mIDH1 inhibitor: -1%

How did COc1ccc(-c2nnc(SCC(=O)Nc3ccc(Cl)cc3)n2C)cc1 do in these assays?
Pin1 inh: -7%; D2 antag: -13; TrxR1 inh: 6%; TRHR enhancer: -2; TRHR ag: -0.1; TrxR1 substrate: 4%; USP1-UAF1 inh: -5%; D2 ag: -0.4; mIDH1 inhibitor: 0%

Results for CCOC(=O)c1ccc(N/C=C\C(=O)c2cccc(OC)c2)cc1 ?
Pin1 inh: -8%; D2 antag: 1; TrxR1 inh: inconclusive; TRHR enhancer: -9; TRHR ag: 0.4; TrxR1 substrate: -17%; USP1-UAF1 inh: -7%; D2 ag: 8.3; mIDH1 inhibitor: -2%

How did CCCCCc1cc(=O)oc2c(C(CCN3CCCC3)c3ccc(N(C)C)cc3)c(OC)cc(OC)c12 (stereo not drawn) do in these assays?
Pin1 inh: -1%; D2 antag: 12; TrxR1 inh: 5%[57.1 µM]; TRHR enhancer: 3; TRHR ag: -0.1; TrxR1 substrate: 5%[57.1 µM]; USP1-UAF1 inh: -29%; D2 ag: 1.0; mIDH1 inhibitor: -7%

Results for O=C1CC(c2ccccc2)C(C(=O)O)N1 (stereo not drawn) ?
Pin1 inh: -1%; D2 antag: 11; TrxR1 inh: 8%; TRHR enhancer: 0; TRHR ag: 0.6; TrxR1 substrate: 4%; USP1-UAF1 inh: inconclusive; D2 ag: -0.1; mIDH1 inhibitor: 3%

Results for O=C1CCC(C(=O)Nc2cccc(C(F)(F)F)c2)N1 (stereo not drawn) ?
Pin1 inh: inconclusive; D2 antag: -7; TrxR1 inh: 21%; TRHR enhancer: 2; TRHR ag: 0.6; TrxR1 substrate: 7%; USP1-UAF1 inh: -9%; D2 ag: 0.3; mIDH1 inhibitor: 2%

Results for Cc1cccc(-c2nnc(SCCC(=O)O)o2)c1 ?
Pin1 inh: 4%; TrxR1 inh: 10%; TRHR enhancer: -1; TRHR ag: -0.3; TrxR1 substrate: 9%[11.4 µM]; USP1-UAF1 inh: inconclusive; mIDH1 inhibitor: -9%

What do the screens show for `CCOC(=O)C1CCCN(S(=O)(=O)c2ccc3c(c2)CCCN3C(C)=O)C1` (stereo not drawn)?
Pin1 inh: 1%; TrxR1 inh: 1%[57.1 µM]; TRHR enhancer: 6; TRHR ag: -0.1; TrxR1 substrate: -4%[57.1 µM]; USP1-UAF1 inh: 13%; D2 ag: 0.4; mIDH1 inhibitor: 7%

What do the screens show for `Cc1nnc2sc(SCC(=O)N3CCc4ccccc43)nn2c1=O`?
Pin1 inh: -1%; TrxR1 inh: 6%; TrxR1 substrate: -1%; USP1-UAF1 inh: -20%; mIDH1 inhibitor: -5%

How did CCCc1nc2ccccc2c(=O)n1/N=C/c1c(C)[nH]n(-c2ccc(C)cc2)c1=O do in these assays?
Pin1 inh: 2%; D2 antag: -7; TrxR1 inh: 13%[57.1 µM]; TRHR enhancer: 8; TRHR ag: -0.3; TrxR1 substrate: 9%[57.1 µM]; USP1-UAF1 inh: -6%; D2 ag: -0.1; mIDH1 inhibitor: -4%

Results for Cc1nc(-c2ccc(Cl)cc2)sc1C1(C)CC(c2cccc([N+](=O)[O-])c2)=NO1 (stereo not drawn) ?
Pin1 inh: 2%; D2 antag: 5; TrxR1 inh: 21%; TRHR enhancer: 0; TRHR ag: 0.5; TrxR1 substrate: 2%; USP1-UAF1 inh: inconclusive; D2 ag: 0.8; mIDH1 inhibitor: 0%

How did Cc1cc(C)nc(/N=C(/NC(=O)c2ccccc2)Nc2ccccc2)n1 do in these assays?
Pin1 inh: 8%; D2 antag: -6; TrxR1 inh: 2%; TRHR enhancer: 0; TRHR ag: -0.6; TrxR1 substrate: -7%; USP1-UAF1 inh: 6%; D2 ag: -2.3; mIDH1 inhibitor: -4%

Quoted at random: 2 records from the list.
What do the screens show for `O=c1nc2n(c3c1oc1ccccc13)Cc1ccccc1-2`?
D2 antag: -20; TRHR enhancer: -4; TRHR ag: -0.2; D2 ag: 2.3

How did Cn1c(COc2ccccc2)nnc1SCC(=O)NC1CCCC1 do in these assays?
Pin1 inh: 6%; D2 antag: 12; TrxR1 inh: 3%; TRHR enhancer: -9; TRHR ag: -0.6; TrxR1 substrate: 0%; USP1-UAF1 inh: -19%; D2 ag: 0.1; mIDH1 inhibitor: 0%

Source: PubChem BioAssay
